High-throughput results (PubChem)
H9c2 TAG inh: reduces triacylglycerol accumulation in H9c2 cells; inhibition, % at 12.5 µM; Nile Red lipid (TAG) fluorescence; cells loaded with 200 µM oleic acid; AID 651582; 0.66% of 230,000 active;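 active = pattern-corrected inhibition of lipid staining of at least 50% with the nuclear-stain viability signal not falling by more than 50%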;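 also: 0% = DMSO wells and 100% = triacsin C control wells; some results filed as inactive read as strong as hits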
H9c2 TAG inh DAPI viability: further read-out of H9c2 TAG inh, marked with its call; DAPI nuclei signal change (viability), lower = more cytotoxic, %;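 whole-well DAPI fluorescence read on a plate reader as a viability signal; minus 50 percent equals half of cells still viable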
Numbers without * were called inactive. A portion of the library; count on the stated rates, not on these rows.

mol: COc1ccc(CNC(=O)C2CC(c3ccccc3[N+](=O)[O-])=NO2)cc1 (stereo not given)
  H9c2 TAG inh: 5	H9c2 TAG inh DAPI viability: -4

mol: CCN(CC)C(=O)[C@H]1C[C@H](CC(=O)NCCCOC)C(=O)N2CCc3c([nH]c4cc(CCC(=O)N(C)C)ccc34)[C@]12C
  H9c2 TAG inh: 1	H9c2 TAG inh DAPI viability: -4

mol: CCOC(=O)C(=O)Nc1nc(-c2ccccc2)c(CC)s1
  H9c2 TAG inh: -19	H9c2 TAG inh DAPI viability: 9

mol: Cc1ccc(C(=O)NCC2CCCN2S(=O)(=O)c2cccs2)cc1C (stereo not given)
  H9c2 TAG inh: -16	H9c2 TAG inh DAPI viability: 1

mol: Cc1ccccc1-n1nc(-c2cccnc2)cc1C(=O)N/N=C/c1ccncc1
  H9c2 TAG inh: 6	H9c2 TAG inh DAPI viability: 1

mol: CCOC(=O)c1nnc(-c2ccccc2)nc1Oc1ccccc1Cl
  H9c2 TAG inh: 5	H9c2 TAG inh DAPI viability: -3

mol: CCN(Cc1ccccc1)C(=O)COC(=O)c1c(C)nsc1NC
  H9c2 TAG inh: -31	H9c2 TAG inh DAPI viability: 4

mol: CCOc1ccccc1NC(=O)Nc1ccsc1C(=O)OC
  H9c2 TAG inh: -3	H9c2 TAG inh DAPI viability: -3

mol: O=C(Nc1nncs1)c1cc(-c2ccncc2)nc2ccc(Cl)cc12
  H9c2 TAG inh: -5	H9c2 TAG inh DAPI viability: -9

mol: CN(CCC1CCOCC1)C(=O)CC1C(=O)NCCN1Cc1c(F)cccc1Cl (stereo not given)
  H9c2 TAG inh: -7	H9c2 TAG inh DAPI viability: -1

mol: CC1CCN(C(=O)c2[nH]cnc2C(=O)N[C@H](C)c2ccccc2)CC1
  H9c2 TAG inh: -19	H9c2 TAG inh DAPI viability: -6

mol: O=C(CN(c1ccccc1Cl)S(=O)(=O)c1ccccc1)NC1CC2CCC1C2 (stereo not given)
  H9c2 TAG inh: -16	H9c2 TAG inh DAPI viability: 3

mol: COc1cc2ccccc2cc1C(=O)NC(=S)Nc1ccc(C(=O)O)cc1
  H9c2 TAG inh: 18	H9c2 TAG inh DAPI viability: -4

mol: COc1ccccc1N(CCC#N)C(=O)CSc1nc(-c2ccccc2)cn1N
  H9c2 TAG inh: -9	H9c2 TAG inh DAPI viability: -6

mol: COc1ccc(NC(=O)Nc2cccc3c2O[C@@H](CN(C)S(=O)(=O)c2cn(C)cn2)[C@@H](C)CN([C@H](C)CO)C3=O)cc1
  H9c2 TAG inh: 8	H9c2 TAG inh DAPI viability: 3

mol: Cn1c(=O)[nH]c(N)c(Br)c1=O
  H9c2 TAG inh: 2	H9c2 TAG inh DAPI viability: 2

mol: COC(=O)c1ccc(COC(=O)c2[nH]c(C)c(C(C)=O)c2C)o1
  H9c2 TAG inh: -29	H9c2 TAG inh DAPI viability: -7

mol: Cn1c(=O)c2sccc2n2c(CCCC(=O)NCc3ccc4c(c3)OCO4)nnc12
  H9c2 TAG inh: 6	H9c2 TAG inh DAPI viability: 1

mol: Cc1cccc(-n2c(SCC(=O)O)nc3sc4c(c3c2=O)CCCC4)c1
  H9c2 TAG inh: -10	H9c2 TAG inh DAPI viability: 0

mol: CCOc1ccccc1C(=O)NC(C(=O)OCn1nnc2ccccc2c1=O)C(C)C (stereo not given)
  H9c2 TAG inh: -33	H9c2 TAG inh DAPI viability: -6

mol: CCS(=O)(=O)N(CC(=O)Nc1cccc2ccccc12)c1ccc(OC)cc1
  H9c2 TAG inh: 7	H9c2 TAG inh DAPI viability: -3

mol: CCCCNC1(C#N)CCN(Cc2ccccc2)CC1
  H9c2 TAG inh: 3	H9c2 TAG inh DAPI viability: -1

mol: CC(=O)Nc1cc2c(cc1Br)-c1ccccc1C2
  H9c2 TAG inh: 6	H9c2 TAG inh DAPI viability: -7

mol: C=CCOc1c(Br)cc(CNCCCN2CCOCC2)cc1OC
  H9c2 TAG inh: -1	H9c2 TAG inh DAPI viability: 5

mol: Cc1cc(C)nc(NC(=O)NS(=O)(=O)N2CCCCCC2)n1
  H9c2 TAG inh: 13	H9c2 TAG inh DAPI viability: -15

mol: O=C(O)/C(=C\c1cn(-c2ccccc2)nc1-c1ccc(Cl)cc1)NC(=O)c1ccccc1
  H9c2 TAG inh: 2	H9c2 TAG inh DAPI viability: 3

mol: CC(=O)c1cccc(N/C=C\C(=O)c2ccc(C)cc2)c1
  H9c2 TAG inh: 17	H9c2 TAG inh DAPI viability: -12

mol: CCN(CC)c1nc(N)c2c(N)nc3c(c2c1C#N)CC(c1ccccc1)O3 (stereo not given)
  H9c2 TAG inh: -63	H9c2 TAG inh DAPI viability: 24

mol: Nc1c(C(=O)NCc2ccccc2)sc2nc(N3CCOCC3)c3c(c12)CCCC3
  H9c2 TAG inh: 55*	H9c2 TAG inh DAPI viability: 37*

mol: COc1ccc(N2C(N)=C(C#N)C(c3cccnc3)C3=C2CC(C)(C)CC3=O)cc1 (stereo not given)
  H9c2 TAG inh: -177	H9c2 TAG inh DAPI viability: -5

mol: COC(=O)c1ccc(C(=O)OC)c(NC(=O)CCc2ccc(C)o2)c1
  H9c2 TAG inh: 3	H9c2 TAG inh DAPI viability: 11

mol: CC(C)C(=O)n1nc(-c2cccnc2)nc1NCc1cccs1
  H9c2 TAG inh: 5	H9c2 TAG inh DAPI viability: -9

mol: NC(=O)COC(=O)CNC(=O)c1sc2ccccc2c1Cl
  H9c2 TAG inh: -33	H9c2 TAG inh DAPI viability: -1

mol: COc1cc2c(cc1OC)-c1cc(OCCN3CCOCC3)nc(=O)n1CC2
  H9c2 TAG inh: 1	H9c2 TAG inh DAPI viability: 41

mol: CCC1OC2(C)OC(=N)C1(C#N)C(C#N)(C#N)C2c1ccccc1 (stereo not given)
  H9c2 TAG inh: 11	H9c2 TAG inh DAPI viability: 13

mol: CCN(CC)c1cc(CS(=O)c2ccccc2)nc(-c2ccccc2)n1 (stereo not given)
  H9c2 TAG inh: -1	H9c2 TAG inh DAPI viability: 0

mol: Nc1ccc(C(=O)N/N=C/c2cn(Cc3ccccc3F)c3ccccc23)cc1
  H9c2 TAG inh: -95	H9c2 TAG inh DAPI viability: 15

mol: O=C(Nc1cccnc1)c1cccc(S(=O)(=O)N2CCCCC2)c1
  H9c2 TAG inh: 11	H9c2 TAG inh DAPI viability: -3

mol: COc1ccc(CN2C(=O)C(CC(=O)NC(c3ccccc3)c3ccccc3)CC(C(=O)N(C(C)C)C(C)C)=C2C)cc1 (stereo not given)
  H9c2 TAG inh: 18	H9c2 TAG inh DAPI viability: -12

mol: CC1=C(C#N)CCC(=O)N1Cc1ccc(C)cc1
  H9c2 TAG inh: 18	H9c2 TAG inh DAPI viability: -14

mol: CCOc1ccc(NS(=O)(=O)c2ccc3c(c2)oc(=O)n3C)cc1
  H9c2 TAG inh: -3	H9c2 TAG inh DAPI viability: 4

mol: O=C(Cc1ccc(F)cc1)NCCc1ccc(F)cc1
  H9c2 TAG inh: 5	H9c2 TAG inh DAPI viability: -1

mol: Cc1nc2ccc(NS(=O)(=O)c3ccc(C)c(C)c3)cc2s1
  H9c2 TAG inh: -29	H9c2 TAG inh DAPI viability: 5

mol: COc1ccc(/C=N/Nc2ccc(C(=O)O)cc2)cc1OC
  H9c2 TAG inh: -8	H9c2 TAG inh DAPI viability: 5

mol: CCN1CCN(CCCN(Cc2ccco2)C(=S)Nc2ccccc2Cl)CC1
  H9c2 TAG inh: -4	H9c2 TAG inh DAPI viability: -6

mol: CC(C)N1CCC(N2CCN(Cc3cccnc3)CC2CCO)CC1 (stereo not given)
  H9c2 TAG inh: 12	H9c2 TAG inh DAPI viability: 3

mol: S=C(NCCCN1CCOCC1)Nc1cccc(-c2nnc3n2CCCCC3)c1
  H9c2 TAG inh: 17	H9c2 TAG inh DAPI viability: -10

mol: CN(C)/C=N/c1cc(=O)[nH]c(=O)n1Cc1ccccc1
  H9c2 TAG inh: -5	H9c2 TAG inh DAPI viability: 9

mol: Cc1csc(SCC(=O)NC2CCCC2)n1
  H9c2 TAG inh: -55	H9c2 TAG inh DAPI viability: 2

mol: COc1ccc(-c2sc3cc4c(cc3c2-c2ccc(OCCN3CCOCC3)cc2)OCO4)cc1
  H9c2 TAG inh: 18	H9c2 TAG inh DAPI viability: -1

mol: COC(=O)c1ccc(CNC(=O)Cn2cnc3c(NCc4ccccc4)ncnc32)cc1
  H9c2 TAG inh: 14	H9c2 TAG inh DAPI viability: 6

mol: COCCNC(=O)c1cc2nc(-c3ccc(F)cc3)cc(C(F)(F)F)n2n1
  H9c2 TAG inh: 6	H9c2 TAG inh DAPI viability: 0

mol: COc1cccc(S(=O)(=O)N(C)C[C@@H]2Oc3cc(Br)ccc3S(=O)(=O)N([C@@H](C)CO)C[C@@H]2C)c1
  H9c2 TAG inh: 14	H9c2 TAG inh DAPI viability: -4

mol: c1ccc2c(c1)nc1n2CCC1
  H9c2 TAG inh: 1	H9c2 TAG inh DAPI viability: 10

mol: Cc1cc(OCc2ccc(C(=O)NN=C3CCCC3)cc2)ccc1Cl
  H9c2 TAG inh: 4	H9c2 TAG inh DAPI viability: -5

mol: COc1ccc(N/C(=N\c2nc(C)cc(C)n2)NC(C)=O)cc1OC
  H9c2 TAG inh: -11	H9c2 TAG inh DAPI viability: 12

mol: CNS(=O)(=O)c1cccc(C(=O)OCC(=O)C23CC4CC(CC(C4)C2)C3)c1
  H9c2 TAG inh: 17	H9c2 TAG inh DAPI viability: -11

mol: O=C(CSc1n[nH]c(-c2ccccc2O)n1)N1CCOCC1
  H9c2 TAG inh: -4	H9c2 TAG inh DAPI viability: 13

mol: CCN1C(=O)[C@H]2[C@@H](c3ccc(C)cc3)N[C@]3(CCCN(Cc4ccc(C)cc4)C3=O)[C@H]2C1=O
  H9c2 TAG inh: 4	H9c2 TAG inh DAPI viability: 3

mol: CCn1c(SCC(=O)Nc2ccc3c(c2)OCCO3)nnc1-c1c[nH]c2ccccc12
  H9c2 TAG inh: 0	H9c2 TAG inh DAPI viability: 3

mol: CC1CCCC(NC(=O)CNC(=O)c2cccs2)C1C (stereo not given)
  H9c2 TAG inh: -10	H9c2 TAG inh DAPI viability: 10

mol: COc1ccc(NC(=O)C2(C)CCN2Cc2ccc(OC(F)(F)F)cc2)cc1OC (stereo not given)
  H9c2 TAG inh: 1	H9c2 TAG inh DAPI viability: -7

mol: COc1cc(Br)cc(C(c2c(C)n(C)n(-c3ccccc3)c2=O)c2c(C)n(C)n(-c3ccccc3)c2=O)c1O
  H9c2 TAG inh: -3	H9c2 TAG inh DAPI viability: -1

mol: COc1ccc(CCN2C(=O)CSC2c2ccc(OC)c(OC)c2)cc1OC (stereo not given)
  H9c2 TAG inh: -10	H9c2 TAG inh DAPI viability: -3

mol: CCOC(=O)C1CCCN(C(=O)Cc2ccc(OC)c(OC)c2)C1 (stereo not given)
  H9c2 TAG inh: 11	H9c2 TAG inh DAPI viability: 14

mol: O=C(c1ccc2c(Cl)c3c(nc2c1)CCCC3)N1CCC(N2CCCCC2)CC1
  H9c2 TAG inh: 22	H9c2 TAG inh DAPI viability: -21

By substructure: the entries above containing a halogen.
mol: CCOC(=O)c1nnc(-c2ccccc2)nc1Oc1ccccc1Cl
  H9c2 TAG inh: 5	H9c2 TAG inh DAPI viability: -3

mol: O=C(Nc1nncs1)c1cc(-c2ccncc2)nc2ccc(Cl)cc12
  H9c2 TAG inh: -5	H9c2 TAG inh DAPI viability: -9

mol: CN(CCC1CCOCC1)C(=O)CC1C(=O)NCCN1Cc1c(F)cccc1Cl (stereo not given)
  H9c2 TAG inh: -7	H9c2 TAG inh DAPI viability: -1

mol: O=C(CN(c1ccccc1Cl)S(=O)(=O)c1ccccc1)NC1CC2CCC1C2 (stereo not given)
  H9c2 TAG inh: -16	H9c2 TAG inh DAPI viability: 3

mol: Cn1c(=O)[nH]c(N)c(Br)c1=O
  H9c2 TAG inh: 2	H9c2 TAG inh DAPI viability: 2

mol: CC(=O)Nc1cc2c(cc1Br)-c1ccccc1C2
  H9c2 TAG inh: 6	H9c2 TAG inh DAPI viability: -7

mol: C=CCOc1c(Br)cc(CNCCCN2CCOCC2)cc1OC
  H9c2 TAG inh: -1	H9c2 TAG inh DAPI viability: 5

mol: O=C(O)/C(=C\c1cn(-c2ccccc2)nc1-c1ccc(Cl)cc1)NC(=O)c1ccccc1
  H9c2 TAG inh: 2	H9c2 TAG inh DAPI viability: 3

mol: NC(=O)COC(=O)CNC(=O)c1sc2ccccc2c1Cl
  H9c2 TAG inh: -33	H9c2 TAG inh DAPI viability: -1

mol: Nc1ccc(C(=O)N/N=C/c2cn(Cc3ccccc3F)c3ccccc23)cc1
  H9c2 TAG inh: -95	H9c2 TAG inh DAPI viability: 15

mol: O=C(Cc1ccc(F)cc1)NCCc1ccc(F)cc1
  H9c2 TAG inh: 5	H9c2 TAG inh DAPI viability: -1

mol: CCN1CCN(CCCN(Cc2ccco2)C(=S)Nc2ccccc2Cl)CC1
  H9c2 TAG inh: -4	H9c2 TAG inh DAPI viability: -6

mol: COCCNC(=O)c1cc2nc(-c3ccc(F)cc3)cc(C(F)(F)F)n2n1
  H9c2 TAG inh: 6	H9c2 TAG inh DAPI viability: 0

mol: COc1cccc(S(=O)(=O)N(C)C[C@@H]2Oc3cc(Br)ccc3S(=O)(=O)N([C@@H](C)CO)C[C@@H]2C)c1
  H9c2 TAG inh: 14	H9c2 TAG inh DAPI viability: -4

mol: Cc1cc(OCc2ccc(C(=O)NN=C3CCCC3)cc2)ccc1Cl
  H9c2 TAG inh: 4	H9c2 TAG inh DAPI viability: -5

mol: COc1ccc(NC(=O)C2(C)CCN2Cc2ccc(OC(F)(F)F)cc2)cc1OC (stereo not given)
  H9c2 TAG inh: 1	H9c2 TAG inh DAPI viability: -7

mol: COc1cc(Br)cc(C(c2c(C)n(C)n(-c3ccccc3)c2=O)c2c(C)n(C)n(-c3ccccc3)c2=O)c1O
  H9c2 TAG inh: -3	H9c2 TAG inh DAPI viability: -1

mol: O=C(c1ccc2c(Cl)c3c(nc2c1)CCCC3)N1CCC(N2CCCCC2)CC1
  H9c2 TAG inh: 22	H9c2 TAG inh DAPI viability: -21
